Assay outcomes as filed in PubChem.
GalR3 antagonist = antagonists of human GalR3; AID 651719; inhibition, % at 3 µM; HEK293 GalR3-CNG cAMP membrane potential fluorescence; galR3 body fused to GalR1 C-terminus; actives 0.44% (n = 360,000);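 active = inhibition above the screen-wide average plus 3 SD, cut at about 13% in these data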;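 also: forskolin and galanin both at EC90 stimulate the cells; cAMP rise reported by CNG channel membrane potential dye signal; 0% = forskolin plus galanin with DMSO and 100% = forskolin alone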
IDE inh = cellular human IDE inhibition | actives 0.41% (n = 320,000) | inhibition, % at 5.59 µM | AID 434962 | HEK cells, FAbetaB cleavage, fluorescence polarization | P14735;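 active = percent inhibition above the average of all tested compounds plus 3 SD, set per screening campaign, cut at about 16% in these data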;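 also: IDE supplied by intact live HEK cells; FP after avidin binding of uncleaved biotin substrate so inhibition keeps polarization high; 0% = DMSO wells and 100% = 60 µM reference IDE inhibitor Ii1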
NS3 helicase inh = blocks Hepatitis C virus NS3 helicase unwinding; NS3 helicase DNA unwinding, Cy5 molecular beacon fluorescence; inhibition, % at 10.9 µM; actives 0.56% (n = 290,000); AID 1800;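 active = inhibition above the mean of all tested compounds plus 3 SD, set per campaign, cut at about 35% in these data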;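 also: 0% = DMSO wells and 100% = thioflavine S control wells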
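Compound dosing – single dose, 10.9 µM nominal final, DMSO 0.8% final · System – NS3 helicase fragment of HCV · Buffer or medium – MOPS pH 6.5, MgCl2, DTT, Tween20, BSA · Signal – Cy5 beacon fluorescence read at start and 1 h · Also added – annealed dual-labelled DNA beacon duplex, ATP-started · Schedule – 1 h at 25 °C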
VIM-2 inh = inhibitors of Pseudomonas aeruginosa VIM-2 metallo-beta-lactamase | AID 1527 | inhibition, % at 5.6 µM | purified VIM-2, nitrocefin hydrolysis, epi-absorbance fluorescence | actives 0.89% (n = 290,000);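 active = inhibition above the mean of all tested compounds plus 3 SD, cutoff set per screening run, cut at about 7.5% in these data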;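 also: red hydrolysis product quenches plate fluorescence so inhibitors raise well fluorescence; 0% = enzyme with DMSO and 100% = DMSO without enzyme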
p-CIP stab down = lowers stability of the mouse p/CIP coactivator protein; AID 1984; decrease of EGFP signal, % at 10 µM; actives 0.01% (n = 290,000); F442A p/CIP-EGFP cells, EGFP fluorescence, 16 h;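 active = EGFP signal decrease of at least 30% at 10 µM or well 3 SD below plate mean, unless failing retest; inactive = the rest, including hits failing retest or dose response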; also: some compounds called inactive have numbers as strong as hits; many of its hits are not listed in these tables
Target sequence (Q05BA5 1-1403): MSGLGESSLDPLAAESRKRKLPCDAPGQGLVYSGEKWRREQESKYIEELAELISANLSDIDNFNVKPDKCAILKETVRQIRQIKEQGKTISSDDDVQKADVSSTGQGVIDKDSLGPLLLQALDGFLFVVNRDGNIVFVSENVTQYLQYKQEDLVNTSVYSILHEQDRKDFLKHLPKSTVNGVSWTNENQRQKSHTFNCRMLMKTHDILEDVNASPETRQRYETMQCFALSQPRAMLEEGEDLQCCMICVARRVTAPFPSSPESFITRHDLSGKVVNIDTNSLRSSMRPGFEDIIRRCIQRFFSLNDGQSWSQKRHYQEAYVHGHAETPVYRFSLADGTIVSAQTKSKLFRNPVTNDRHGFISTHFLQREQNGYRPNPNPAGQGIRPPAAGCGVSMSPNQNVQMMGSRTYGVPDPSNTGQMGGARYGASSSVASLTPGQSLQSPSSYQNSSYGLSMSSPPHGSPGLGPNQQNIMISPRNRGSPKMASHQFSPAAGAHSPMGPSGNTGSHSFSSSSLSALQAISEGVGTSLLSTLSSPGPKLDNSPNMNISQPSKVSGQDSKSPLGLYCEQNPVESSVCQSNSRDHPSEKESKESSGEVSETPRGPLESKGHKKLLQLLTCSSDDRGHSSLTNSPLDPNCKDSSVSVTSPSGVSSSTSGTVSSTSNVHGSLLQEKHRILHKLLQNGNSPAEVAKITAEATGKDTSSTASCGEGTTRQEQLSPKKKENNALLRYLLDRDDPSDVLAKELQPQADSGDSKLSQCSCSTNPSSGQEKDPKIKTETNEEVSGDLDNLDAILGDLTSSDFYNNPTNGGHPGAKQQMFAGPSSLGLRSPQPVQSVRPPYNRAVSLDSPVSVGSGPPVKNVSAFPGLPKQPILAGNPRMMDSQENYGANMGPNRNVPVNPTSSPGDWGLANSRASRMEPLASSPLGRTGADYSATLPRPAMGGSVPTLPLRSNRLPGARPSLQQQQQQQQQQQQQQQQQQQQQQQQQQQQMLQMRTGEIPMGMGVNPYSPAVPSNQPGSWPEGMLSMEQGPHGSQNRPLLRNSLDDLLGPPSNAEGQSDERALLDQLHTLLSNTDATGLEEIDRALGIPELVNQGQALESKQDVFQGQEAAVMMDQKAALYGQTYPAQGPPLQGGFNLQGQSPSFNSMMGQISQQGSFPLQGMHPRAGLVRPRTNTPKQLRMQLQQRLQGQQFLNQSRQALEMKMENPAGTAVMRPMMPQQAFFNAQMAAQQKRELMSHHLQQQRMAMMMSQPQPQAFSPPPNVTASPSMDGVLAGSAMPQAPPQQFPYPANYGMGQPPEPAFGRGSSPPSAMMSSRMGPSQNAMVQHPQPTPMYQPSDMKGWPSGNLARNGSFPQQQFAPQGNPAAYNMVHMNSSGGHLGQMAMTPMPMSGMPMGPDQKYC
SUMO HTRF inh = SUMOylation inhibition. P63279. HTRF SUMOylation assay, SAE1/SAE2 + UBC9, in vitro. inhibition, % at 35 µM. actives 0.36% (n = 290,000). AID 2006; in the data active = inhibition above about 50%, passing the limit was not always enough; also: strong numbers were not always called active
IMP-1 inh = blocks Pseudomonas aeruginosa IMP-1 metallo-beta-lactamase; purified IMP-1, nitrocefin hydrolysis, epi-absorbance fluorescence; inhibition, % at 5.6 µM; actives 0.45% (n = 290,000); AID 1556;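 active = inhibition above the mean plus 3 SD of all compounds in the same screening run, cut at about 4.5% in these data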;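 also: 0% = IMP-1 with DMSO and 100% = DMSO wells lacking enzyme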
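System – purified recombinant IMP-1 beta-lactamase · Input – IMP-1 dispensed at 0.2 nM · Timing – 15 min preincubation plus 25 min reaction at 25 °C · Signal – Epi-absorbance fluorescence, 480 nm excitation, 530 nm emission · Measure – percent IMP-1 inhibition derived from blank-referenced optical density · Controls – Enzyme-plus-DMSO low control, enzyme-free DMSO high control · Replication – singlicate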
CRFBP-R2 block = blocks CRF-induced signaling of the CRF-BP/CRF-R2 complex; HEK293 CRF-R2/CRF-BP, CRF-induced calcium fluorescence; inhibition, % at 11.8 µM; actives 0.59% (n = 350,000); AID 588475;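 active = inhibition of the ligand-induced calcium signal above about 50% at the single tested concentration, limit read from the data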
IDE cell activ = boosts human insulin-degrading enzyme activity in HEK cells | P14735 | FAbeta-B cleavage, fluorescence polarization; 0% vehicle, 100% cell-free pure enzyme wells | activation, % at 5.96 µM | actives 0.073% (n = 340,000) | AID 493087;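 active = activation above the mean of all tested compounds plus 3 SD, set per screening campaign, cut at about 17% in these data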
Numbers without * were called inactive; nt = no result given.

GalR3 antagonist	IDE inh	NS3 helicase inh	VIM-2 inh	p-CIP stab down	SUMO HTRF inh	IMP-1 inh	CRFBP-R2 block	IDE cell activ	structure
-4	-3	nt	nt	-2	-1	nt	4	1	COP1(=O)C=C[C@H](N(Cc2ccccc2)S(=O)(=O)c2ccccc2[N+](=O)[O-])[C@@H](C)O1 (some centres undefined)
3	-6	7	1.0	2	13	-0.5	3	6	O=S(=O)(Nc1ncccn1)c1ccc(NS(=O)(=O)c2cc(Cl)ccc2Cl)cc1
-2	-2	2	8.2*	14	19	-1.0	-2	1	Cc1cccn2c(=O)c3cc(C(=O)N4CCOCC4)n(C)c3nc12
-3	3	-4	-1.3	5	0	-1.8	-4	nt	O=C1NC(=O)/C(=C/c2ccc(OS(=O)(=O)c3ccc(F)cc3F)cc2)N1
0	-3	7	-0.2	-8	18	-2.3	20	-2	COCCCNC(=O)c1ccc(CS(=O)(=O)c2ccc(Br)cc2)o1
-3	4	nt	nt	0	20	nt	6	3	O=C(NCC1CCCO1)c1ccc2c3n(nc2c1)-c1ccccc1CO3 (centres undefined)
-2	1	-5	-1.1	-19	20	-1.5	-1	6	CC(C)CC1(C)NC(=O)N(CCN2C(=O)c3ccccc3C2=O)C1=O (centres undefined)
-2	4	-4	0.2	-1	16	-4.3	-1	-2	Cc1cc(NC(=O)COC(=O)C2CCN(S(=O)(=O)c3c(Cl)cccc3Cl)CC2)no1
-5	0	-1	-0.5	-16	20	-1.1	-6	-2	COc1cccc(CNC(=O)C2CCN(S(=O)(=O)N3CCCCC3)CC2)c1
-4	-3	-1	-2.3	-8	17	-3.5	3	4	CCc1cccc(C)c1NC(=O)C1CCN(C(=O)c2ccc([N+](=O)[O-])cc2)CC1
-4	-5	-2	0.1	-6	8	-1.0	-17	5	CCCc1cc(N2CCCC(C(=O)NCC)C2)n2ncnc2n1 (centres undefined)
-2	5	nt	nt	nt	nt	nt	2	-5	Cn1cnc(C(=O)NC2CCN(C(=O)OC(C)(C)C)CC2)c1C(=O)NC1CCN(C(=O)OC(C)(C)C)CC1
1	2	0	1.1	2	5	-5.3	-16	3	Cc1cc(Nc2ccc(F)c(Cl)c2)n2nc(C)nc2n1
-5	7	-12	-1.3	-20	7	-1.2	2	3	O=C(CSc1nnc(CNC(=O)c2ccccc2F)o1)Nc1ccc2c(c1)OCCO2
-6	1	nt	nt	nt	nt	nt	5	2	COc1ccccc1-c1oc2ccccc2c1C#CCO
-2	12	-26	1.1	1	-6	-2.1	6	1	CCn1c(SCc2ccc(C(=O)Nc3cc(C)cc(C)c3)cc2)nnc1-c1ccncc1
-3	3	4	-2.2	0	4	-3.5	6	8	CN(NC(N)=O)c1ncc(C(F)(F)F)cc1Cl
-3	0	1	-3.8	6	-5	-0.7	-2	4	Cc1nnc(NC(=O)c2cccc(S(=O)(=O)N3CCc4ccccc43)c2)s1
0	4	-1	-1.7	-11	19	-2.6	5	6	CCCn1nc2cc(C(=O)NCc3ccc(C)cc3)ccc2c1OCC
-8	2	18	-0.4	-12	17	-0.9	13	5	O=C(/C=C/c1ccc([N+](=O)[O-])cc1)Nc1cccc(C(=O)Nc2ccccc2C(=O)O)c1
0	-16	-19	-3.0	5	-12	-3.0	-3	1	CCc1ccccc1NC(=O)CC1SCCNC1=O (centres undefined)
-5	-3	-6	-1.4	-4	5	-0.3	5	1	CCCOC(=O)c1ccc2c(c1)C(=O)N(c1ccccc1)C2=O
-2	0	-37	1.2	-2	10	-0.5	-8	-1	CC(C)Oc1ccc(C(=O)Nc2ccc(S(=O)(=O)N3CCN(C)CC3)cc2)cc1
-4	5	-7	-0.4	-13	8	0.2	1	1	O=C1C(Cl)=C(N2CCN(Cc3ccccc3)CC2)C(=O)N1Cc1ccccc1
-5	4	8	-0.1	0	-16	-2.8	-8	3	N#Cc1cc2c(nc1SCc1cccc(Cl)c1)CCCCC2
1	0	4	-0.7	-10	6	-1.9	11	5	CCc1nc(CNC(=O)c2cc(OC)c(OC)c(OC)c2)no1
-3	6	-9	-3.1	5	16	-4.1	24	6	COc1ccc(C(=O)O)cc1S(=O)(=O)NCCCN1CCCC1=O
-2	4	6	-1.2	2	8	-0.5	6	5	CCOC(=O)/C=C1\SCC(=O)N1CC(=O)NCCc1ccc(F)cc1
-2	5	-2	-1.9	3	3	-2.9	1	4	O=C(NC(C(=O)c1ccccc1)N1CCOCC1)c1cccs1 (centres undefined)
-1	-3	nt	nt	nt	nt	nt	4	6	Cc1ccc(-c2noc(COC(=O)c3ccco3)n2)cc1

Part of the list above in order of SMILES length, high to low.
GalR3 antagonist	IDE inh	NS3 helicase inh	VIM-2 inh	p-CIP stab down	SUMO HTRF inh	IMP-1 inh	CRFBP-R2 block	IDE cell activ	structure
1	0	4	-0.7	-10	6	-1.9	11	5	CCc1nc(CNC(=O)c2cc(OC)c(OC)c(OC)c2)no1
-1	-3	nt	nt	nt	nt	nt	4	6	Cc1ccc(-c2noc(COC(=O)c3ccco3)n2)cc1
0	-16	-19	-3.0	5	-12	-3.0	-3	1	CCc1ccccc1NC(=O)CC1SCCNC1=O (centres undefined)

(listing goes on)
GalR3 antagonist	IDE inh	NS3 helicase inh	VIM-2 inh	p-CIP stab down	SUMO HTRF inh	IMP-1 inh	CRFBP-R2 block	IDE cell activ	structure
-5	1	30	-2.1	-10	-4	-3.9	-4	-4	C/C(=N/NC(=O)CNC(=O)c1cccnc1)c1ccco1
nt	3	-3	-3.1	-8	-3	-3.2	0	1	CC(=O)c1ccc(OCC(O)CN2CCN(Cc3ccccc3)CC2)cc1 (centres undefined)
nt	-1	-8	-0.9	-2	0	-0.6	-15	0	CC1CCCCN1S(=O)(=O)c1cn(C)c(=O)n(C)c1=O (centres undefined)
-8	0	nt	nt	nt	nt	nt	3	1	Cc1ccccc1-c1nc2c(s1)CCc1onc(-c3cccc([N+](=O)[O-])c3)c1-2
-5	-3	3	-2.9	-4	2	0.3	8	2	O=C(Cc1cccc2ccccc12)N1CCN(c2ncccn2)CC1
-5	0	10	1.8	6	32	-0.6	3	4	O=[N+]([O-])c1ccc(-c2csc(N/N=C/c3cccnc3)n2)cc1
2	4	-4	-2.5	-5	13	-5.5	6	5	O=S(=O)(c1ccc(NC(=S)Nc2ccc3c(c2)OCO3)cc1)N1CCOCC1
-8	2	-13	-1.9	-2	-12	-2.1	-5	2	Cc1ccc(-n2ncc(C(=O)NC3CC3)c2C2CCN(C(=O)OC(C)(C)C)CC2)cc1
-9	0	-3	-1.0	-19	8	-3.8	-17	-2	COc1cccc(CN2C(=O)NC3(CCCCCC3)C2=O)c1
2	2	13	-3.7	-3	-3	-4.4	19	5	CC(C)OCCCNC(=O)C1CC(=O)N(C2CCCCCCC2)C1 (centres undefined)
-6	4	-7	-0.2	-9	7	0.2	-36	2	COc1cc2[nH]c(=O)n(CCC(=O)NCc3cccnc3)c(=O)c2cc1OC
-4	3	-5	-2.1	-11	5	-3.2	-11	1	O=C(NCc1ccco1)c1cc(-c2ccc(F)cc2)on1
-4	-5	-11	-1.3	-2	-28	-2.1	2	-3	O=C(CSc1nc2cc(Cl)ccc2o1)NCCc1ccccc1
0	2	9	0.6	1	6	-2.4	10	-1	COc1ccc(NC(=O)c2nc(C)n(-c3ccc([N+](=O)[O-])cc3)n2)cc1
-10	nt	-4	-1.6	-8	11	-1.2	-5	1	CCC(=O)N1N=C(c2cccs2)CC1c1ccc(OC)cc1 (centres undefined)
-6	6	-2	-1.4	-2	20	-4.9	22	-1	CCCCNC(=O)CSc1nc2ccc(NC(=O)CSc3nnc(COc4ccccc4C)n3C)cc2s1
-4	-5	nt	nt	nt	nt	nt	2	4	CN(C(=O)CSc1nnc(-c2cccnc2)o1)C1CCCCC1
-4	4	10	-0.3	-21	-1	-3.2	5	5	O=C(Nc1oc2ccccc2c(=O)c1-c1ccc(Cl)cc1)c1ccco1
-1	1	1	1.1	1	5	-1.7	-6	6	CC1CCN(CCCNC(=O)C2CCCN(c3ncnc4c3nc3n4CCCCC3)C2)CC1 (centres undefined)
-4	0	nt	nt	nt	nt	nt	-14	4	CCN(CC(=O)Nc1ccccc1C(F)(F)F)C(=O)CCc1nc2sc3c(c2c(=O)[nH]1)CCCC3
-6	9	19	-2.8	-6	-6	-1.4	-11	-4	O=C(CN1CCN(c2ccc(C(F)(F)F)cn2)CC1)Nc1ccc2c(c1)OCO2
-4	4	1	-1.9	-8	6	-2.5	6	1	COc1ccc2[nH]c3nc(SC(C)C)nnc3c2c1
0	-1	-5	-0.4	-6	-11	-2.2	-18	-6	CCc1ccc(OCC(=O)N/N=C(\C)c2ccccc2OC(F)F)cc1
-8	1	11	1.1	-13	1	-1.9	7	1	COC(=O)CNC(=O)c1cc(-c2ccncc2)nc2ccccc12
-6	-1	-4	-2.0	10	3	-1.1	-6	4	C=CCNC(=O)NC(=O)COC(=O)CNS(=O)(=O)c1ccc(F)c(F)c1F
-1	2	5	-1.1	-7	26	-2.6	-10	-6	COc1ccc(CCNC(=O)NC2CCCCC2)cc1
0	5	-4	-0.4	-8	10	-1.1	0	2	C=C(C)C(=O)Nc1cccnc1Oc1ccc(F)cc1
-1	0	3	0.0	2	8	0.7	-7	2	Cc1ccc(S(=O)(=O)NC(CC(=O)O)c2ccc(F)cc2)cc1 (centres undefined)
3	-1	-3	0.6	0	13	-1.1	-23	4	CCCOC(=O)c1ccc(Oc2cn[nH]c2-c2ccc(O)cc2O)cc1
-5	3	-1	0.6	2	17	0.2	-2	1	O=C(CSc1n[nH]c(=O)n1Cc1ccccc1)Nc1ccc(F)c(F)c1F
-1	10	9	-4.3	8	16	-4.0	1	-3	Cc1ccc(NC(=O)COC(=O)Cc2cccs2)cc1S(=O)(=O)N1CCOCC1
-6	1	3	-2.2	-6	2	-1.4	0	3	COc1ccc(C(=O)OCn2nnc3ccccc3c2=O)cc1[N+](=O)[O-]
1	-4	22	-0.6	-5	23	1.7	7	3	COc1cccc(/C=C2/SC(=O)N(CC(=O)N3CCc4ccccc4C3)C2=O)c1OCC(=O)O
-12	-5	15	-4.7	-4	-61	-3.9	9	-2	CCCC(=O)NC(c1ccc(Cl)cc1)c1ccc2cccnc2c1O (centres undefined)
1	0	8	0.0	-13	9	0.8	5	5	CN(CC(=O)N1CCN(Cc2ccccc2)CC1)S(=O)(=O)c1cccc2nsnc12
-5	6	-15	-1.4	-17	-11	-2.2	9	5	CCc1ccccc1S(=O)(=O)Cc1ccc(C(=O)N2CCN(c3ccccc3OC)CC2)o1
-5	6	-4	-2.5	5	26	0.3	-7	6	CCn1c(=NC(=O)c2ccc(S(=O)(=O)N(C)C)cc2)sc2cccc(OC)c21
-4	-1	nt	nt	nt	nt	nt	-8	4	Cc1cccc(NC(=O)c2cc3ccccc3c(=O)o2)n1
-4	3	-75	-1.2	-12	3	-3.3	-41	-4	CC(C)(C)c1ccc(/C=C/C(=O)c2ccc(NC3=NCCCS3)cc2)cc1
5	3	-8	-3.8	-11	19	-0.9	-18	-2	O=C(Nc1ccc(NC(=O)c2ccco2)c(Cl)c1)c1ccccc1
